aDG glyco act – increases alpha dystroglycan glycosylation. activation, % at 10 µM. 360,000 tested, 0.22% active. Pro5-aDG cells, alpha-DG glycosylation AlphaScreen (IIH6); 0% Pro5, 100% B10-LARGE cell signal;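 active = activation of at least 8% versus controls, or a plate z-score of at least 8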;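 note: Pro5 are CHO cells carrying HIG-tagged alpha-DG that lacks glycosylation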
NR2E3 ag-1 – NR2E3 (human) agonism; Q9Y5X4; GST-NR2E3/biotin-RetCOR TR-FRET, 1536-well; inhibition of corepressor binding, % at 4.78 µM; 320,000 tested, 0.12% active; AID 2300;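 active = percent inhibition above the cutoff of mean plus 3 SD of all tested compounds, set per screening campaign, cut at about 20% in these data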;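 note: 0% = DMSO wells and 100% = biotin wells as full block of FRET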
Target sequence (Q9Y5X4 whole entry, looked up): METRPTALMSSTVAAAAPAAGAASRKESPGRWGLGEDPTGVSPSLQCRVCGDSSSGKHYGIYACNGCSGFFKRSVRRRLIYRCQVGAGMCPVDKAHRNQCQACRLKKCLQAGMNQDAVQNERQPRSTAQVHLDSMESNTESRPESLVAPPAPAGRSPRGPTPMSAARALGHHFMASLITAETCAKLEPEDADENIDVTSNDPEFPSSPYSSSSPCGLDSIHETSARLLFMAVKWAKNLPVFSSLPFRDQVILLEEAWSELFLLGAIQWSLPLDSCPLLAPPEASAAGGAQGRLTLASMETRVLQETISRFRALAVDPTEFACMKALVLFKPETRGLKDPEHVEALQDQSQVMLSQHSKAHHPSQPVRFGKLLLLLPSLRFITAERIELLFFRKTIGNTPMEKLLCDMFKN
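Assay system: NR2E3–RetCOR corepressor complex. Quantity: 1.35 nM GST-NR2E3. Buffer or medium: pH 7.5 Tris-based buffer. Reagent: biotinylated RetCOR corepressor at 7 nM final. Schedule: 5 h at 4 °C. Detection: TR-FRET, emission read at 617 and 671 nm. Replicates: one well per compound, singlicate testing.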
KKLEB cytotox – counter-screen for CF NF-kB inhibitors: cytotoxicity. KKLEB CF airway cells viability, ATPlite luminescence, overnight; active compounds read low; cells stimulated with P. aeruginosa culture filtrate. 360,000 tested, 0.36% active. activity change (cytotoxicity), % at 5 µM;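 active = corrected activity change at or below -50% at 5 µM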
HIF-2a inh – HIF-2a inhibition; 786-0 RCC cells HIF-2a reporter, luciferase luminescence, overnight; inhibition, % at 18.8 µM; 360,000 tested, 0.72% active; AID 624352;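 active = inhibition of the luminescence signal of 40% or more relative to plate controls, in a single-dose primary screen at 18.75 µM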
NR2E3 ag-2 – activates human NR2E3 receptor | Q9Y5X4 | CHO-S Gal4-NCOR/VP16-NR2E3 two-hybrid, luciferase | inhibition of corepressor binding, % at 3.98 µM | 360,000 tested, 0.35% active | AID 602229;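 active = inhibition above the mean of all tested compounds plus 3 SD, cut at about 70% in these data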;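 note: 0% = DMSO with NR2E3 transfected cells and 100% = cells lacking NR2E3 construct; higher means lower luciferase signal from less NR2E3 corepressor binding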
TWEAK-Fn14 inh – blocks TWEAK-Fn14 interaction in a reporter cell assay; TWEAK-stimulated Fn14 reporter cells, luciferase luminescence, 8 h; inhibition, % at 10 µM; 360,000 tested, 2% active; AID 1159606; in the data active = inhibition above about 50%
Shn3 3UTR inh – Schnurri-3 reporter inhibition in Clone20 osteoblasts; AID 588674; Clone20 osteoblast Shn3 3'UTR firefly luciferase, 24 h; 360,000 tested, 0.52% active; inhibition, % at 12.5 µM;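 active = mean inhibition of at least 75% with every replicate also reaching 75%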;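 note: 0% = median of neutral control wells and 100% = pilot-screen positive control compound; some compounds past the cut are filed as inactive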
CF NFkB block – inhibitors of cystic fibrosis induced NF-kB; KKLEB NF-kB-GFP reporter, PAF-induced, GFP fluorescence overnight; inhibition, % at 5 µM; 360,000 tested, 0.86% active; AID 588850;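 active = at least 50% inhibition at 5 µM, scaled per plate between neutral and stimulator controls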;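 note: PAF is a Pseudomonas aeruginosa culture filtrate used as stimulus; plate controls were PAF-stimulated DMSO wells for no effect and unstimulated DMSO wells for full effect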
hiPSC survival – enhancers of human iPSC single-cell survival | hiPSC single-cell survival, ATPlite luminescence; 100% = ROCK inhibitor wells, 0% = DMSO | survival enhancement, % at 20 µM | 360,000 tested, 0.044% active; in the data active = survival enhancement above about 18%;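 note: cells exposed to compounds for 16 hours before the ATP read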
Peg3 prom inh – Peg3 promoter activity inhibition; HeLa PEG-Prom luciferase reporter, luminescence, overnight; inhibition, % at 20 µM; 360,000 tested, 1.7% active; AID 588405;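 active = inhibition of at least 50% at 20 µM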
TRPM1 prom inh – inhibitors of MITF-driven TRPM1 promoter in melanoma cells; SK-MEL-5 TRPM1 promoter luciferase, 24 h; inhibition, % at 12.5 µM; 330,000 tested, 0.83% active; AID 488899;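 active = mean inhibition across replicates of 60% or more, whatever share of single replicates reaches that level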; note: values of inactives mirror those of a sister screen read the other way
Starred values were filed as active, the others as inactive; . = no result given. This is a random part of the collection. About 4.4% of those tested had a hit in this group.

SMILES	aDG glyco act	NR2E3 ag-1	KKLEB cytotox	HIF-2a inh	NR2E3 ag-2	TWEAK-Fn14 inh	Shn3 3UTR inh	CF NFkB block	hiPSC survival	Peg3 prom inh	TRPM1 prom inh
CCOC(=O)c1ccc(Nc2nc(C)cc(C)c2C#N)cc1	0.3	-1	11	-6	1	-9	10	-6	8.9	16	-3
COc1ccc(CN(C)C(=O)CCc2ccc(S(=O)(=O)N3CCCCCC3)cc2)c(OC)c1	0.4	3	1	20	19	2	8	-4	0.5	26	20
Cc1ccc(S(=O)(=O)N2CCOCC2)cc1NC(=O)COC(=O)c1ccc(Cl)nc1	0.1	.	-10	0	8	16	-21	12	-0.4	3	-3
COC(=O)c1sc2ncn(CC(=O)NCCc3ccc(OC)c(OC)c3)c(=O)c2c1C	-0.2	-26	6	5	1	15	6	-14	-1.4	3	7
CC(C)(C)N1CC23C=CC(C[C@@H]2C1=O)O3 (stereo partly drawn)	-0.2	-1	-1	11	-4	5	6	11	0.3	2	2
CCc1cc(C(=O)N(C)CC(=O)N(CC(C)C)c2c(N)n(CC(C)C)c(=O)[nH]c2=O)sc1C	-0.1	4	2	12	1	-2	9	16	-0.4	10	4
COc1cc(Nc2nc3ccccc3n3nnnc23)cc(OC)c1OC	0.1	1	-14	-125	-21	-21	-23	9	2.3	-46	-26
CC1CCCN(C(=O)c2ccc(CNc3c(N4CCCCC4)c(=O)c3=O)cc2)C1 (stereo not drawn)	1.1	-1	1	14	-17	12	-8	-3	-0.3	20	4
CCN(CC)C(=O)C1CCCN(Cc2ccc3ccccc3c2)C1 (stereo not drawn)	0.0	1	-10	21	4	-10	8	-16	0.4	9	2
O=C(O)CC(CC(=O)Nc1ccc(N2CCOCC2)cc1)c1ccccc1 (stereo not drawn)	0.1	0	5	16	-30	-7	12	-1	-0.4	10	-5
O=C(OCCN1CCOCC1)c1ccccc1Cl	0.3	-1	-4	-4	5	-11	-8	2	-0.7	-25	5
Cc1ccc(S(=O)(=O)NCc2ccc(C(=O)N3CCN(Cc4ccccc4)CC3)cc2)cc1	0.0	1	1	6	-4	21	10	-2	0.1	27	19
CCc1ccccc1NC(=O)c1cc(S(=O)(=O)N2CCCC2)c[nH]1	-0.2	4	-14	12	-30	20	-2	-22	-3.2	-1	-2
O=C(Nc1nc2c(s1)CCCC2)C1COc2ccccc2O1 (stereo not drawn)	-0.2	-1	-14	-44	-52	82*	-3	-2	-0.9	-76	6
CC(C)NC(=O)CNc1ccc(C(F)(F)F)cc1[N+](=O)[O-]	-0.1	-1	-5	10	-4	17	7	7	1.2	8	1
CC(C)CC1NC(=O)C(CC(C)C)N(CO)C1=O (stereo not drawn)	0.2	.	5	1	7	17	38	9	0.8	-11	-4
O=C(Nc1ccc2oc(-c3cccc(F)c3)nc2c1)c1ccccc1F	0.4	4	-9	-286	-73	-79	-33	3	-2.2	-181	-55
COc1ccc(NC(=O)C2CCN(S(=O)(=O)c3ccc4[nH]c(=O)oc4c3)CC2)c(OC)c1	-0.2	4	-4	13	-16	19	-2	-11	-0.2	-36	-16
CCOC(=O)Cc1csc(N/C(=N/S(=O)(=O)c2cc(Br)ccc2OCC)c2ccccc2)n1	-0.1	1	5	8	-18	8	-10	-14	-1.6	4	-3
O=C(O)c1oc2ccc(Br)cc2c1-n1cccc1	0.0	4	13	15	-14	-1	-27	-32	4.4	-7	9
COc1ccc(CNC(=O)CCN2C(=O)c3ccccc3C2=O)cc1	-0.1	-4	9	5	-3	-4	-10	-1	-0.2	17	-15
O=S(=O)(Nc1ccc(S(=O)(=O)N2CCCCC2)cc1)c1ccc(Br)s1	-0.2	-5	6	4	6	4	9	8	6.6	13	2
O=S(=O)(NCC1CCCO1)c1ccc(S(=O)(=O)N2CCCC2)cc1 (stereo not drawn)	0.2	3	-2	-10	0	-13	15	9	-1.2	-4	-9
O=C(c1ccc(CS(=O)(=O)c2ccc(Br)cc2)o1)N1CCN(c2ccccn2)CC1	-0.3	-1	-4	4	8	7	2	9	0.6	18	5
CN(Cc1ccccc1)C1=CC(=[N+]2CCCCC2)CC(C)(C)C1	0.5	-1	-18	14	27	35	85	41	-0.1	18	77*
COc1ccc(-c2csc(NC(=O)c3ccc(N4C(=O)CCC4=O)cc3)n2)cc1OC	-0.3	2	-1	5	-2	0	-7	22	-0.4	-11	10
CC1Cc2[nH]c(=S)[nH]c(=O)c2C(c2ccc(C(C)C)cc2)O1 (stereo not drawn)	-0.2	.	.	-4	23	19	.	.	-0.2	.	.
CCOC(=O)N1CCN(C(=O)C2CCCN(S(=O)(=O)c3ccc(F)cc3)C2)CC1 (stereo not drawn)	-0.1	0	6	18	12	6	-9	8	-0.6	9	-13
O=C(NNC(=O)c1ccccc1Br)c1cccs1	0.0	2	1	-52	-35	18	-30	-6	-0.6	-51	-28
COc1c(C)cc(C(=O)C2CCCN(C(=O)c3cc(C)n(C)n3)C2)cc1C (stereo not drawn)	-0.1	-2	12	-22	-15	-6	4	-22	-0.4	4	4
C/C(N)=C(/C#N)C(=O)COC(=O)c1ccc(O)cc1	0.0	-4	5	-43	20	49	-13	-2	-3.2	-16	9
Cc1ccccc1C(=O)OCCN1CCOCC1	-0.3	0	-1	-12	-20	-35	12	12	8.9	-41	-20
COc1ccc(Cc2nnc(NN)[nH]c2=O)cc1OC	-0.1	1	1	0	-41	-28	-1	9	-0.4	1	6
O=C(NC1=NCCS1)c1ccc(Cl)c(S(=O)(=O)N2CCOCC2)c1	-0.4	4	-2	-3	-11	-1	-30	-10	-0.2	-2	2
O=C(COC(=O)/C=C/c1cccc(C(F)(F)F)c1)NC(c1ccccc1)c1ccccc1	0.1	-3	-8	12	-23	-3	-14	1	-1.0	11	7
c1ccc(-c2ccccc2OCCCN2CCOCC2)cc1	0.5	2	-3	-14	-14	6	21	-8	-3.3	-31	-8
COc1ccc2c(c1)C(NS(=O)(=O)OCC(Cl)(Cl)Cl)CCC2 (stereo not drawn)	0.1	4	4	16	10	-5	-1	9	-2.2	-2	-1
COc1ccc(CNC(=O)C[C@H]2C[C@H](C(=O)N3CCOCC3)[C@@]3(C)c4[nH]c5cc(CCC(=O)N(C)C)ccc5c4CCN3C2=O)cc1OC	0.0	.	0	-1	-19	-10	-17	-6	-0.2	2	-10
NC(CC(=O)OC1CCCCC1)C(=O)OC1CCCCC1 (stereo not drawn)	0.3	-5	-1	13	-27	12	-15	5	2.8	9	7
CCCCn1c(N)c(N(C(=O)CSc2nncn2-c2ccccc2C)C2CCCC2)c(=O)[nH]c1=O	-0.1	.	-6	7	0	2	-1	-22	0.2	-6	1
Cc1ccccc1-c1n[nH]c(=S)n1C	0.4	2	4	11	-16	-23	17	-14	-0.9	9	16
COc1ccc2[nH]c(C(=O)NCCCN3CCCC3=O)c(C)c2c1	0.1	5	-2	-45	-1	2	-31	5	-0.2	-25	-9
CC(C)Cn1c(/C=N/Nc2nc3ccccc3[nH]2)nc2ccccc21	0.4	.	3	-169	1	-50	76	-5	2.5	-12	58
COC(=O)c1ccc(NC(=O)CSc2nncc3ccc(OC)c(OC)c23)cc1	-0.2	5	9	15	-12	-34	-22	-10	-1.0	-21	-5
O=C(N/N=C/c1ccccn1)c1cc(-c2ccc(Br)cc2)nc2ccccc12	-0.3	4	5	-30	-15	100*	55	-27	-0.5	75*	66*
COc1cc(C(=O)NCCOc2cccc(C)c2)c(Br)c(OC)c1OC	0.2	-1	-7	-22	-13	-12	-12	8	-1.6	4	11
Cc1ccc(C2=NC3(CCCCCC3)NC2=S)cc1	-0.2	0	-3	-16	12	-19	-22	3	-0.5	-23	-6
COc1ccccc1CC(=O)Nc1cccc(F)c1	-0.3	3	-5	8	3	1	3	1	-1.7	6	-15
CCOc1ccc(NC(=O)Nc2nnc(CC)s2)cc1	-0.3	1	3	-104	-50	-6	-26	-1	-1.5	-149	-50
O=C(CCN1C(=O)/C(=C/c2cccs2)SC1=S)N1CCCCC1	-0.3	1	16	-24	6	39	9	47	-0.3	112*	7
COCCCN1C(=O)C(CC(=O)NC(c2ccccc2)c2ccccc2)CC(C(=O)N(C(C)C)C(C)C)=C1C (stereo not drawn)	0.3	.	23	7	1	5	4	-20	0.4	10	.
O=c1[nH]c2ccccc2c2ccccc12	-0.6	0	3	-10	-33	-38	-5	-19	1.1	15	6

Grouped by structure, the compounds so far containing four or more nitrogen atoms
SMILES	aDG glyco act	NR2E3 ag-1	KKLEB cytotox	HIF-2a inh	NR2E3 ag-2	TWEAK-Fn14 inh	Shn3 3UTR inh	CF NFkB block	hiPSC survival	Peg3 prom inh	TRPM1 prom inh
CCc1cc(C(=O)N(C)CC(=O)N(CC(C)C)c2c(N)n(CC(C)C)c(=O)[nH]c2=O)sc1C	-0.1	4	2	12	1	-2	9	16	-0.4	10	4
COc1cc(Nc2nc3ccccc3n3nnnc23)cc(OC)c1OC	0.1	1	-14	-125	-21	-21	-23	9	2.3	-46	-26
COc1ccc(Cc2nnc(NN)[nH]c2=O)cc1OC	-0.1	1	1	0	-41	-28	-1	9	-0.4	1	6
COc1ccc(CNC(=O)C[C@H]2C[C@H](C(=O)N3CCOCC3)[C@@]3(C)c4[nH]c5cc(CCC(=O)N(C)C)ccc5c4CCN3C2=O)cc1OC	0.0	.	0	-1	-19	-10	-17	-6	-0.2	2	-10
CCCCn1c(N)c(N(C(=O)CSc2nncn2-c2ccccc2C)C2CCCC2)c(=O)[nH]c1=O	-0.1	.	-6	7	0	2	-1	-22	0.2	-6	1
CC(C)Cn1c(/C=N/Nc2nc3ccccc3[nH]2)nc2ccccc21	0.4	.	3	-169	1	-50	76	-5	2.5	-12	58
O=C(N/N=C/c1ccccn1)c1cc(-c2ccc(Br)cc2)nc2ccccc12	-0.3	4	5	-30	-15	100*	55	-27	-0.5	75*	66*
CCOc1ccc(NC(=O)Nc2nnc(CC)s2)cc1	-0.3	1	3	-104	-50	-6	-26	-1	-1.5	-149	-50

Compound activity from PubChem BioAssay.
